Assay outcomes from PubChem.
INS-1E GSIS act: GLuc luminescence reporter in INS-1E cells, primary screen for activators of glucose-dependent secretion of insulin; INS-1E GLuc reporter insulin secretion, 2-3 h; activation, % at 16.6 µM; 370,000 tested, 0.61% active;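 active means lowest replicate activation of at least 40%, so every replicate reaches that level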;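 further: 0% = median of neutral control wells and 100% = median of IBMX positive control wells; some compounds called inactive have numbers as strong as hits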
LGR2 antag: inhibitors of bursicon-induced LGR2 CRE-luciferase signal, primary screen, cell-based, HEK293, CRE-luciferase reporter, bursicon stimulation | inhibition, % at 9.99 µM | bursicon-stimulated, 4 h | 380,000 tested, 0.35% active | AID 720647, 2013 | Drosophila bursicon receptor LGR2 (rickets);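 active means drop in luminescence signal, shown as inhibition above about 50% in the replicate tests, limit read from the data, passing the limit was not always enough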;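 further: agonist challenge used bursicon conditioned medium at about half maximal strength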
PAX8 inh HTS: inhibitors of PAX8-driven TPO luciferase reporter, primary screen, RMG-I cells, single concentration; SteadyGlo, 24 h; inhibition, % at 12.6 µM; 360,000 tested, 1.2% active; AID 652154, 2013;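 active means mean replicate inhibition at least 60% with every replicate also reaching 60%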;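 further: luciferase light reporting Pax8 driven TPO promoter activity; plate controls were median of neutral control wells for no effect and mitoxantrone controls for full effect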
Numbers without * were called inactive; & = joins results of further samples.

Screening O=C(Nc1ccc(F)cc1)C(c1ccnc2ccccc12)N1CCN(C(=O)c2ccco2)CC1 (configuration not stated) returned INS-1E GSIS act -17, LGR2 antag -4 and PAX8 inh HTS 22.
Screening Fc1ccc2nc(-c3ccc(CN4CCC5(CC4)CNc4ccccc45)cc3)c(-c3ccccc3)nc2c1 returned INS-1E GSIS act -23, LGR2 antag -4 and PAX8 inh HTS -3.
C[C@H]1C(C(=O)N(C)C2CCCCC2)=Cc2c(n(-c3ccc(F)cc3)c(=O)n2CCCOc2ccccc2)C=C1c1ccccc1 was read as INS-1E GSIS act -16, LGR2 antag -10 and PAX8 inh HTS 15.
For COc1cc(C(=O)NC2=C(C#N)CCC2)cc(OC)c1OC the results were INS-1E GSIS act 9, LGR2 antag 0 and PAX8 inh HTS -11.
Cc1cccc(C)c1-n1nnnc1C1c2ccccc2C(=O)N1CCc1ccccc1F (configuration not stated) was read as INS-1E GSIS act -27, LGR2 antag -37 and PAX8 inh HTS -71.
`Cc1ccc(/C=N\NC(=O)c2ccc(Cn3cc(Br)c([N+](=O)[O-])n3)o2)o1` gave INS-1E GSIS act 4, LGR2 antag -6 and PAX8 inh HTS 1.
`Cc1cccc(C)c1N1C(=O)c2ccccc2NC(=O)C1C(=O)NCC(C)C` (configuration not stated) gave INS-1E GSIS act -9, LGR2 antag -10 and PAX8 inh HTS -2.
`CC1(C(=O)NCc2ccccc2)CN(S(C)(=O)=O)CC(=O)N1CCc1ccccc1F` (configuration not stated) gave INS-1E GSIS act -10, LGR2 antag -7 and PAX8 inh HTS 14.
For COc1ccc(C(=O)C(=O)N2CCC(c3ccccc3)CC2)cn1 the results were INS-1E GSIS act -12, LGR2 antag 9 and PAX8 inh HTS 4.
`O=C(Nc1ccc(S(=O)(=O)N2CCOCC2)cc1)c1ccc(=O)[nH]c1` gave INS-1E GSIS act 43*, LGR2 antag 16 and PAX8 inh HTS -3.
Screening COC(=O)[C@@]12C[C@@H](CC(=O)N3CCN(C(=O)C4CC4)CC3)C(=O)N(Cc3cccc4ccccc34)C1=CCC(C)(C)C2 returned INS-1E GSIS act -22, LGR2 antag 19 and PAX8 inh HTS 9.
Screening COc1ccc(C2=CC(=O)CC(C)(C)C2=O)cc1 returned INS-1E GSIS act 16, LGR2 antag -22 and PAX8 inh HTS -11.
Cc1ccsc1CN(C)C(=O)CCc1nnc(COc2ccccc2)o1 was read as INS-1E GSIS act 5, LGR2 antag -27 and PAX8 inh HTS -92.
Screening CCOC(=O)[C@]12CCC=C1N(Cc1ccc3c(c1)OCO3)C(=O)[C@H](CC(=O)N1CCSCC1)C2 returned INS-1E GSIS act -21, LGR2 antag -2 and PAX8 inh HTS -7.
`COc1ccc(C(=O)C(=O)N2CCN(C(=O)OCc3ccccc3)CC2)cc1` gave INS-1E GSIS act 7, LGR2 antag -1 and PAX8 inh HTS 8.
Screening O=C(O)c1ccccc1C(=O)OC1CC2CCC1C2 (configuration not stated) returned INS-1E GSIS act -4, LGR2 antag -10 and PAX8 inh HTS 4.
CS(=O)(=O)c1ccc(S(=O)(=O)NCC2CCN(C(=O)C(=O)c3cc4ccccc4o3)CC2)cc1 was read as INS-1E GSIS act -6, LGR2 antag -13 and PAX8 inh HTS 20.
`CCCCn1c(N)c(N(CC(C)C)C(=O)CSc2ccccc2C)c(=O)[nH]c1=O` gave INS-1E GSIS act -2, LGR2 antag 15 and PAX8 inh HTS -11.
`C/C(=N/NC(=S)Nc1cccc(C)c1)c1cccc([N+](=O)[O-])c1` gave INS-1E GSIS act 5, LGR2 antag 6 and PAX8 inh HTS 10.
O=C(c1cccc(Cl)c1)N1CCC(=O)N([C@H](COCc2ccccc2)Cc2ccccc2)CC1 was read as INS-1E GSIS act -17, LGR2 antag 6 and PAX8 inh HTS 7.
Screening CC(C)C(C(=O)NC1CCCC1)N1CCN(c2ncccc2C#N)CC1 (configuration not stated) returned INS-1E GSIS act -2, LGR2 antag 9 and PAX8 inh HTS -30.
CCCCOCCCNC(=O)C[C@@H]1C[C@@]2(C(=O)OC)CC(C)(C)CC=C2N(Cc2ccc3c(c2)OCO3)C1=O was read as INS-1E GSIS act -20, LGR2 antag 7 and PAX8 inh HTS 9.
`Cc1cc(OCC(=O)O/N=C(\N)c2ccccc2)ccc1Br` gave INS-1E GSIS act 4, LGR2 antag -41 and PAX8 inh HTS -10.
`O=C(O)CN1CCN(Cc2ccc(Cl)cc2)C1=O` gave INS-1E GSIS act -9, LGR2 antag 3 and PAX8 inh HTS -5.
Screening O=c1cccc(-c2cccc3ccccc23)o1 returned INS-1E GSIS act -17, LGR2 antag -25 and PAX8 inh HTS -10.
Screening COC(=O)C1=CN(c2ccc(F)cc2)C(N)=C(C#N)C1c1cccc(F)c1 (configuration not stated) returned INS-1E GSIS act -67, LGR2 antag 7 and PAX8 inh HTS 18.
Screening CC(=O)c1cccc(NC(=S)NC2CCCCC2)c1 returned INS-1E GSIS act 12, LGR2 antag 41 and PAX8 inh HTS -2.
For COc1ccc(NC(=O)c2cc(-c3sc(NC(=O)c4ccccc4)nc3C)n(-c3ccc(Br)cc3)n2)cc1 the results were INS-1E GSIS act 24, LGR2 antag -19 and PAX8 inh HTS -2.
Cc1cccc(CN2CCN(C3CN(Cc4cn(Cc5ccc(F)cc5)nn4)S(=O)(=O)C3)CC2)c1 (configuration not stated) was read as INS-1E GSIS act 16, LGR2 antag -19 and PAX8 inh HTS -6.
For CC(=O)c1c(C)oc2ccc(N(C(C)=O)S(=O)(=O)c3cccc([N+](=O)[O-])c3)cc12 the results were INS-1E GSIS act 1, LGR2 antag -3 and PAX8 inh HTS 27.
`CCOC(=O)c1ccc(N2C(=O)CC(SCC(=O)Nc3ccc(S(N)(=O)=O)cc3)C2=O)cc1` (configuration not stated) gave INS-1E GSIS act -7, LGR2 antag -21 and PAX8 inh HTS 7.
Screening O=C(C[C@H]1C[C@@H]2c3cc(NC(=O)NC4CCCCC4)ccc3O[C@@H]2[C@@H](CO)O1)NC1CCCC1 returned INS-1E GSIS act 2, LGR2 antag 5 and PAX8 inh HTS -2.
For O=C(C=CC(=O)Nc1ccc(F)cc1F)Nc1ccc(F)cc1F the results were INS-1E GSIS act 6, LGR2 antag -5 and PAX8 inh HTS 2.
Screening CCC(C(=O)Nc1c(C)cccc1C)n1c(-c2cc(C)cs2)nc2ccccc21 (configuration not stated) returned INS-1E GSIS act -37, LGR2 antag -15 and PAX8 inh HTS -17.
For CC(C)CCN(C)[C@H]1C[C@H]2c3[nH]c4ccccc4c3CCN2C[C@H]1[C@H](C)O the results were INS-1E GSIS act 4, LGR2 antag -2 and PAX8 inh HTS -10.
O=C(c1ccccc1)C12COc3ccccc3C1ON=C2c1ccccc1 (configuration not stated) was read as INS-1E GSIS act 0, LGR2 antag -7 and PAX8 inh HTS 1.
For COc1ccc(C(=O)c2c(-c3ccsc3)oc3ccc(-c4ccc(OC)cc4)cc23)cc1 the results were INS-1E GSIS act 10, LGR2 antag -27 and PAX8 inh HTS -7.
`CC1Cc2ccccc2N1S(=O)(=O)c1cccc(C(=O)N2CCN(c3ncccn3)CC2)c1` (configuration not stated) gave INS-1E GSIS act -20, LGR2 antag 3 and PAX8 inh HTS 31.
For CCOC(=O)C1=CCN(S(=O)(=O)c2ccc(Br)cc2)C1c1ccc(F)cc1 (configuration not stated) the results were INS-1E GSIS act -20, LGR2 antag -1 and PAX8 inh HTS 8.
`CC(C)C[C@H]1COc2cc(N3CC[C@H](O)C3)ccc2S(=O)(=O)N1` gave INS-1E GSIS act 11, LGR2 antag -4 and PAX8 inh HTS 4.
Screening Cc1ccc(C2=NN(S(=O)(=O)c3ccccc3)C(c3ccccc3O)C2)cc1 (configuration not stated) returned INS-1E GSIS act -11, LGR2 antag -2 and PAX8 inh HTS 2.
Screening COC(=O)c1ccc(C(=O)N2CCCC(CNC(=O)c3ccccc3Cl)C2)cc1 (configuration not stated) returned INS-1E GSIS act -4, LGR2 antag -1 and PAX8 inh HTS 3.
Screening CCOC(=O)[C@]12CCC=C1N(Cc1cccc3ccccc13)C(=O)[C@H](CC(=O)NCC1CCCCC1)C2 returned INS-1E GSIS act 7, LGR2 antag -12 and PAX8 inh HTS 5.
Screening CCCCn1nnnc1C1(C)CCC(=O)N1CCCn1ccnc1 (configuration not stated) returned INS-1E GSIS act 5, LGR2 antag 6 and PAX8 inh HTS 2.
O=C1c2ccccc2C(c2nnnn2Cc2ccccc2)N1Cc1cccc(F)c1 (configuration not stated) was read as INS-1E GSIS act 0&-5, LGR2 antag -11&8 and PAX8 inh HTS -5&2.

Copied from the listing (5 entries):
Screening Cc1ccc(C2=NN(S(=O)(=O)c3ccccc3)C(c3ccccc3O)C2)cc1 (configuration not stated) returned INS-1E GSIS act -11, LGR2 antag -2 and PAX8 inh HTS 2.
Screening COC(=O)c1ccc(C(=O)N2CCCC(CNC(=O)c3ccccc3Cl)C2)cc1 (configuration not stated) returned INS-1E GSIS act -4, LGR2 antag -1 and PAX8 inh HTS 3.
Screening CCOC(=O)[C@]12CCC=C1N(Cc1cccc3ccccc13)C(=O)[C@H](CC(=O)NCC1CCCCC1)C2 returned INS-1E GSIS act 7, LGR2 antag -12 and PAX8 inh HTS 5.
Screening CCCCn1nnnc1C1(C)CCC(=O)N1CCCn1ccnc1 (configuration not stated) returned INS-1E GSIS act 5, LGR2 antag 6 and PAX8 inh HTS 2.
O=C1c2ccccc2C(c2nnnn2Cc2ccccc2)N1Cc1cccc(F)c1 (configuration not stated) was read as INS-1E GSIS act 0&-5, LGR2 antag -11&8 and PAX8 inh HTS -5&2.

(cont.)
COC(=O)C1=C(C)N(C)C(=NCC2CC2)NC1CCc1ccccc1 (configuration not stated) was read as INS-1E GSIS act -31, LGR2 antag -19 and PAX8 inh HTS -5.
For O=C(NCc1ccco1)Nc1c(Cl)cc(Cl)cc1Cl the results were INS-1E GSIS act -7, LGR2 antag 4 and PAX8 inh HTS -15.
For COC(=O)N1Cc2ccnnc2CC1c1ccccc1-c1ccc(OC)cc1 (configuration not stated) the results were INS-1E GSIS act 29, LGR2 antag 16 and PAX8 inh HTS -7.
Screening COc1ccc2c3c(n(C)c2c1)[C@@H](CO)N(S(C)(=O)=O)CC31CCN(C(=O)C2CCC2)CC1 returned INS-1E GSIS act -1, LGR2 antag -9 and PAX8 inh HTS 6.
Screening NC(=O)c1c(N)[nH]c(C(=O)c2ccccc2)c1-c1ccncc1 returned INS-1E GSIS act -15, LGR2 antag 11 and PAX8 inh HTS 8.
CCOC(=O)[C@]12CCC=C1N(Cc1ccc3c(c1)OCO3)C(=O)[C@H](CC(=O)N1CCCC1)C2 was read as INS-1E GSIS act -7, LGR2 antag 1 and PAX8 inh HTS -10.
For COc1ccc(N2CCN(CC(=O)Nc3ccc(SC(F)F)cc3)CC2)cc1 the results were INS-1E GSIS act -18, LGR2 antag -4 and PAX8 inh HTS 2.
`Cc1cc(C)c(C)c(N=Nc2nc3ccccc3n2C)c1C` gave INS-1E GSIS act 20, LGR2 antag -13 and PAX8 inh HTS -22.
COc1ccccc1CCn1cnc(-c2ccc(OC)c(OC)c2)c1CC(C)C was read as INS-1E GSIS act -41, LGR2 antag 9 and PAX8 inh HTS 40.
CC(C)NC(=O)C1C(c2ccc(C(F)(F)F)cc2)=Nc2ccccc2N1C(=O)c1cccc(C(F)(F)F)c1 (configuration not stated) was read as INS-1E GSIS act -2, LGR2 antag -3 and PAX8 inh HTS 26.
`Cc1cc2c(nc1C)CCCN2S(=O)(=O)c1ccccc1` gave INS-1E GSIS act -11, LGR2 antag -2 and PAX8 inh HTS -25.
CCCCCCn1cc(CN2CC(N3CCCC3)CS2(=O)=O)nn1 (configuration not stated) was read as INS-1E GSIS act 1, LGR2 antag -2 and PAX8 inh HTS -15.
For Cc1cc2nc(-c3ccc(Cl)cc3)c(CC3CCCCC3)n2c(C)c1Br the results were INS-1E GSIS act -2, LGR2 antag -7 and PAX8 inh HTS 1.
`Cc1cc(=O)[nH]c(N/N=C/c2cccc([N+](=O)[O-])c2)n1` gave INS-1E GSIS act 8, LGR2 antag -1 and PAX8 inh HTS -2.
For CCOc1cc(OCC)cc(C(=O)N2CCC[C@H]2C(=O)N2CCC[C@H]2C(=O)NCc2ccccn2)c1 the results were INS-1E GSIS act 5, LGR2 antag 3 and PAX8 inh HTS -15.
`CC(=O)c1cc2c(cc1NC(=O)CCC1CCCC1)OCO2` gave INS-1E GSIS act -1, LGR2 antag 7 and PAX8 inh HTS 14.
Screening O=C(C[C@@H]1C[C@@H]2c3cc(NC(=O)NC4CCCC4)ccc3O[C@@H]2[C@H](CO)O1)NCc1ccccn1 returned INS-1E GSIS act 6, LGR2 antag 22 and PAX8 inh HTS -47.
Screening CCCCCOc1ccc(CSC2=NCCN2)cc1[N+](=O)[O-] returned INS-1E GSIS act -2, LGR2 antag -1 and PAX8 inh HTS -8.
`CCCN(C)C[C@@H]1OCCCC[C@@H](C)Oc2ccc(NS(=O)(=O)c3ccc(C)cc3)cc2C(=O)N([C@H](C)CO)C[C@H]1C` gave INS-1E GSIS act -8, LGR2 antag 6 and PAX8 inh HTS 21.
CCCCCCn1cc(CN2CC(N3CCN(Cc4ccccc4F)CC3)CS2(=O)=O)nn1 (configuration not stated) was read as INS-1E GSIS act 0, LGR2 antag -19 and PAX8 inh HTS 10.

Entries above that have two or more sulfur atoms, in the order listed:
CS(=O)(=O)c1ccc(S(=O)(=O)NCC2CCN(C(=O)C(=O)c3cc4ccccc4o3)CC2)cc1 was read as INS-1E GSIS act -6, LGR2 antag -13 and PAX8 inh HTS 20.
`CCOC(=O)c1ccc(N2C(=O)CC(SCC(=O)Nc3ccc(S(N)(=O)=O)cc3)C2=O)cc1` (configuration not stated) gave INS-1E GSIS act -7, LGR2 antag -21 and PAX8 inh HTS 7.

Some of the compounds tested (hit frequency here may not be typical).
